High-throughput results from PubChem.
eIF4E 4G PPI = eIF4E/eIF4G interaction inhibition in translation initiation; 220,000 tested, 0.37% active; AID 782; inhibition, % at 21.7 µM; P63073+Q04637; TR-FRET eIF4E-eIF4GI(517-606) binding, 2 h;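 active means inhibition above about 30%, limit read from the data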;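 further: 0% = full FRET control wells and 100% = background wells lacking eIF4GI fragment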
FXIIa inh 1536 = inhibitors of human coagulation factor XIIa; inhibition, % at 5 µM; 220,000 tested, 0.3% active; purified FXIIa, Boc-QGR-AMC fluorogenic substrate, 2 h; P00748; in the data active means inhibition above about 40%;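 further: 0% = enzyme with no compound and 100% = blank without enzyme; many of its hits are not listed in these tables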
Rad51 HR inh = Rad51 (human) homologous recombination inhibition; Q06609; AID 1385; 200,000 tested, 0.085% active; hRad51 DNA strand exchange, fluorescence dequenching; inhibition, % at 10 µM;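 active means inhibition above 40% at the single screening dose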;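 further: 0% = DMSO control wells and 100% = blanks with heterologous ssDNA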
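Read-out basis: percent inhibition relative to plate controls and blanks / Assay system: human Rad51 nucleoprotein filaments preassembled on unlabelled ssDNA / Timing: filaments 15 min 37 °C, then compound 30 min / Control set: per-plate controls and blanks / Technique: fluorescence dequenching at 485/520 nm / Compound: 10 µM final, single point / Also added: Fluorescein- and BHQ1-tagged 47-mer duplex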
Mdm2 ligase inh = blocks human Mdm2 ubiquitin ligase activity | Q00987 | cell-based MDM2 ubiquitination luciferase reporter, 2 h; 0 = plate control, 100 = twice control, blank-subtracted | signal enhancement, % at 5 µM | 210,000 tested, 0.11% active | AID 1230;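 active means signal enhancement of 30% or more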;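 further: luminescence tracks abundance of the self-degrading MDM2-luciferase fusion protein; higher signal means inhibition of MDM2 E3 ligase activity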
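Material: stable MDM2–luciferase fusion reporter cells / Quantity: 2000 cells/well / Dosing: single 5 µM compound dose, 0.2% final DMSO / Buffer or medium: DMEM / Schedule: 4 h cell settling then 2 h compound exposure, 37 °C / Detection: luminescence with SteadyLite reagent, 15 min at room temperature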
FXIa inh 1536 = inhibitors of human coagulation factor XIa; P03951; 220,000 tested, 0.14% active; inhibition, % at 5 µM; AID 798; purified FXIa, Boc-Glu-Ala-Arg-AMC fluorogenic substrate;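 active means inhibition of at least 40%; inactive means inhibition below 40%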;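 further: fluorescence of freed AMC excited at 355 nm; 0% = enzyme without compound and 100% = no enzyme blank; many of its hits are not listed in these tables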
hK5 inh = kallikrein 5 (human) inhibition | Q9Y337 | recombinant hK5, fluorogenic AMC substrate cleavage | inhibition, % at 5 µM | 210,000 tested, 0.59% active;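 active means inhibition of 40% or more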;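 further: 0% = enzyme controls without compound and 100% = no-enzyme blanks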
p97 ATPase inh = inhibitors of human p97 ATPase | 220,000 tested, 0.42% active | recombinant p97 ATPase, Kinase-Glo ATP luminescence, 3 h | P55072 | inhibition, % at 8 µM; in the data active means inhibition above about 15%;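 further: 0% = DMSO vehicle and 100% = wells lacking enzyme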
Wee1 stabilizer = human Wee1 degradation inhibition, primary screen; 220,000 tested, 1.2% active; HeLa Luc-Wee1K328M stability, luciferase luminescence; 100% = proteasome inhibitor MG132 effect; AID 1321; reporter increase, % at 5 µM; P30291;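 active means activation above the mean of all tested compounds plus 3 SD, set per screening run, cut at about 8.8% in these data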;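 further: cells exposed to compound for 20 h before luminescence read; 0% = DMSO alone and 100% = MG132 at 30 µM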
Target sequence (P30291 whole entry K328M): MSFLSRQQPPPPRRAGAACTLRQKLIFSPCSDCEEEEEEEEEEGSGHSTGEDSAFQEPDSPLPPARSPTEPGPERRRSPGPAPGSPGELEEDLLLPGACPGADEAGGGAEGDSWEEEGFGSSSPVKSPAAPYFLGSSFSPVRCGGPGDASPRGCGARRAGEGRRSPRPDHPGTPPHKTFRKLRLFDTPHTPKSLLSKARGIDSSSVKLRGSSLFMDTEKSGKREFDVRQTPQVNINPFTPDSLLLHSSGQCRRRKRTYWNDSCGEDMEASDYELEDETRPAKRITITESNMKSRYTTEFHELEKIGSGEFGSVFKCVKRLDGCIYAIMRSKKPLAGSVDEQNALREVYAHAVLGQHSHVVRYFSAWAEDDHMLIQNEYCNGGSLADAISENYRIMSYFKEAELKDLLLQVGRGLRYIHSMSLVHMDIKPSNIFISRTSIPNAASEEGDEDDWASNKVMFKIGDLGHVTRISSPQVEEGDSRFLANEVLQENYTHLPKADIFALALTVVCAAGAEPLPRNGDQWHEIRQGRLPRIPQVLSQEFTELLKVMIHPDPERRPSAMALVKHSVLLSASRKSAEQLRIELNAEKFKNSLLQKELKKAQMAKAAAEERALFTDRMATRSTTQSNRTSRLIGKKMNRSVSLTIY
14-3-3 Bad inh = disrupts binding of bovine 14-3-3 zeta to phospho-Bad peptide; P63103; TR-FRET 14-3-3zeta/Dy647-pBad peptide displacement, 1 h; inhibition, % at 21.7 µM; 220,000 tested, 0.71% active; AID 781;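 active means inhibition above about 70%, limit read from the data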;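 further: 0% = full 14-3-3 plus peptide FRET controls and 100% = background without 14-3-3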
Target sequence (P63103 whole entry, looked up): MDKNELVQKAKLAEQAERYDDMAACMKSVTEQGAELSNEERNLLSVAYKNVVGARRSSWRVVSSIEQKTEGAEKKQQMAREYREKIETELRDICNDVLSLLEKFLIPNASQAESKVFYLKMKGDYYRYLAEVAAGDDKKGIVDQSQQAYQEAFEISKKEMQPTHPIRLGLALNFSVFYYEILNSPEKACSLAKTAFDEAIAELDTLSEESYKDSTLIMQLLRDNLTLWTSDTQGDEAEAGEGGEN
Starred values were filed as active, the others as inactive; i = inactive; / = not tested or not shown; [ ] = another dose, or the depositor's remark.

Results follow in this order: eIF4E 4G PPI, FXIIa inh 1536, Rad51 HR inh, Mdm2 ligase inh, FXIa inh 1536, hK5 inh, p97 ATPase inh, Wee1 stabilizer, 14-3-3 Bad inh
- COC(=O)c1c(NC(=O)c2cccnc2)sc(C(=O)N(C)C)c1C
    2, 0, 2, -3, 0, -8, 7, -1, -2
- CC1CCN(S(=O)(=O)c2ccc3[nH]c(=O)cc(C(=O)O)c3c2)CC1
    2[fluorescence artefact?], 9, 3, -13, 1, -31, 5, 0, 19[fluorescence artefact?]
- Cc1ccc(C(=O)N[C@H](C(=O)OCC(=O)NC2CCS(=O)(=O)C2)C(C)C)cc1 (stereo partly drawn)
    5[fluorescence artefact?], 4, /, /, 1, -20, 6, 2, 8
- COc1cccc(C2Cc3ccccc3C(=O)O2)c1 (stereo not drawn)
    19, 8, 10, 7, 6, -12, 4, -2, 6[fluorescence artefact?]
- Cc1ccc(-n2nnnc2-c2cnoc2-c2cccc(F)c2)cc1
    0, 15, 2, -9, 8, -3, -8, -1, 6
- Cc1nn(C)c(C(=O)Nc2ccc(Br)cc2F)c1Br
    1, 5, /, -4, -5, -10, 1, 1, 9
- O=C(CCCN1C(=O)CCC1=O)Nc1ccc(Cl)c(C(F)(F)F)c1
    9, 8, /, -9, 5, -13, -3, -1, -4
- CC(C)n1cnc2cc(NCc3nc4ccccc4n3C)ccc21
    -3[fluorescence artefact?], -1, /, -23, -8, -5, -6, 2, 0
- CC(C)Oc1cccc(C(=O)C2CCCN(C(=O)c3ccsc3)C2)c1 (stereo not drawn)
    1, 14, /, -18, 1, /, 1, 0, -4
- CCOc1cc(NC(=O)CCl)c(OCC)cc1NC(C)=O
    -2, 9, 13, 9, 2, 3, 2, 2, -7

Results follow in this order: eIF4E 4G PPI, FXIIa inh 1536, Rad51 HR inh, Mdm2 ligase inh, FXIa inh 1536, hK5 inh, p97 ATPase inh, Wee1 stabilizer, 14-3-3 Bad inh
- C#CCN(C)CC/C=C1\c2ccccc2CSc2ccccc21
    1[fluorescence artefact?], 22, 0, -13, 17, 38, 0, 0, 59[fluorescence artefact?]
- CN1C(=O)C(O)(C2OC(C)(C)CCC2=O)c2ccccc21 (stereo not drawn)
    -6, 29, -2, -38, 19, -11, -2, 5, 10
- COc1ccc(CNC(=O)c2coc(=O)c3ccccc23)c(OC)c1
    2, 10, 2, -1, 1, 5, 3, -1, -8
- O=C(CCn1nc(-c2ccccc2)c2ccccc2c1=O)NN1CCOCC1
    1, 0, 29, -7, -5, -4, 3, 2, -2
- CC(Sc1nc2ccccc2n1C)C(=O)Nc1ccc(N2CCOCC2)cc1 (stereo not drawn)
    2, 5, 21, -10, -1, -3, -3, -1, 5
- CC(C)c1ccc(/C=N/NC(=O)c2ccccc2Cl)cc1
    -1, 10, 7, -1, 4, /, 3, 8.9*, -7
- O=C(c1cccc(C(F)(F)F)c1)N1CCOC12CCN(c1ncc(C(F)(F)F)cc1Cl)CC2
    11, 16, -3, -4, 0, -15, -13, -1, -5
- CCOC(=O)c1c(N)sc(C(=O)N2CCCCC2)c1C
    4, 13, -9, 6, 4, -7, 2, 0, -6
- O=C1C2(CCC13COC(c1ccc(O)cc1)OC3)COC(c1ccc(O)cc1)OC2 (stereo not drawn)
    -2, 19, /, -7, 8, -8, 3, 2, 6
- CC(=O)c1c(N2CCN(Cc3ccccc3)CC2)[nH]c(-c2ccccc2)nc1=S
    -4, -12, -6, -13, -4, -1, -1, 2, 4

Results follow in this order: eIF4E 4G PPI, FXIIa inh 1536, Rad51 HR inh, Mdm2 ligase inh, FXIa inh 1536, hK5 inh, p97 ATPase inh, Wee1 stabilizer, 14-3-3 Bad inh
- Cc1onc(-c2c(Cl)cccc2Cl)c1C(=O)N/N=C(\N)COc1ccc(Cl)cc1
    0, 13, -9, 5, -4, -322, 4, -1, -1
- CCSc1nnc(-c2ccc(C)cc2)c2ccccc12
    5, 6, 5, -15, -2, -8, -1, -2, 5[fluorescence artefact?]
- CCc1cc(-c2nc(N)ncc2-c2ccc(Br)cc2)c(O)cc1OC
    3, 0, /, -2, -2, -2, -1, 6, -9
- NS(=O)(=O)c1ccc(NC(=O)COC(=O)COc2ccc(Br)cc2)cc1
    4, -2, /, 3, -4, -3, 4, -3, -3
- CC1CCN(C(=O)C2CCCCN2S(=O)(=O)c2cccc([N+](=O)[O-])c2)CC1 (stereo not drawn)
    -1, 8, -8, -4, -3, 0, 0, -1, -3
- CCOc1ncccc1C(=O)Nc1ccccc1F
    0, 8, 26, -2, 7, -6, -7, 1, 5
- CC1Cc2nc(SCC(=O)c3ccccc3)n(Cc3ccccc3)c(=O)c2S1 (stereo not drawn)
    1, 8, -3, -4, 0, -20, 1, 5, 1
- COc1cc(C2CC(c3cccnc3)=NN2c2ccc(F)cc2)cc(OC)c1OC (stereo not drawn)
    2, /, -1, -2, -16, -18, 1, 4, -2
- CCN(CC)S(=O)(=O)c1cccc(C(=O)Nc2nnc(C)s2)c1
    1, 11, 1, 2, 2, 6, 1, 1, 2
- COc1ccc(/C=C2\C(=O)NC(=S)N2C(=O)c2ccc(F)cc2)cc1
    7, 11, i, -12, 2, 3, -3, -1, 89*[fluorescence artefact?]

Results follow in this order: eIF4E 4G PPI, FXIIa inh 1536, Rad51 HR inh, Mdm2 ligase inh, FXIa inh 1536, hK5 inh, p97 ATPase inh, Wee1 stabilizer, 14-3-3 Bad inh
- CC(=O)NS(=O)(=O)c1ccc(NC(=O)/C=C/c2ccccc2)cc1
    0, /, -5, -22, -3, 0, 2, -2, -4
- COc1ccccc1NC(=O)CSC(N)=O
    -1[fluorescence artefact?], 14, -6, -7, -2, -1, -5, 0, -10[fluorescence artefact?]
- Cc1[nH]c2ccccc2c1/C=C/c1nc2ccccc2c(=O)[nH]1
    0, 5, -31, -5, -1, 3, 6, 6, 82*
- CC(=O)Nc1nc(C(=O)Nc2c(C)n[nH]c2C)cs1
    -18, 13, 2, -25, 4, -5, 4, -5, -4[fluorescence artefact?]
- Cc1ccc(S(=O)(=O)NC(C)C(=O)Nc2ccccc2C(=O)N2CCCC2)cc1 (stereo not drawn)
    -6, -2, -1, -17, 7, 2, 4, -3, 8
- CCN(CC)S(=O)(=O)c1cccc(NC(=O)Nc2cccc(C(F)(F)F)c2)c1
    6, 1, 5, -14, -6, 4, 0, 0, -9
- CC(C)CC(=O)NNC(=O)C(C)C
    22, 7, 11, 5, 7, -15, 9, 2, 3[fluorescence artefact?]
- COc1ccc(Cn2c(C3CC3)nc3ccc(NC(C)=O)cc3c2=O)cc1
    0, 9, 7, -9, 1, -18, -4, 3, 4
- COC(=O)/C=C/C(=O)N1CCN(c2ccccc2C)CC1
    42*[fluorescence artefact?], 6, 5, -5, 6, -18, 4, -1, -32
- O=C(Nc1ccccc1N1CCN(c2ccc(F)cc2)CC1)C12CC3CC(CC(C3)C1)C2
    0, 10, 4, -10, 8, -3, -2, 5, -1

Results follow in this order: eIF4E 4G PPI, FXIIa inh 1536, Rad51 HR inh, Mdm2 ligase inh, FXIa inh 1536, hK5 inh, p97 ATPase inh, Wee1 stabilizer, 14-3-3 Bad inh
- COC(=O)CCCCCCCCC(O)C[N+]1(C)CCOCC1 (stereo not drawn)
    -1, 8, 6, -8, 1, 2, 6, -2, 4
- O=C(Nc1nccs1)c1ccc(COc2ccccc2Cl)o1
    2, 0, -1, -28, -2, -1, 0, 4, -5
- O=C(CCn1nc(-c2ccc(Cl)cc2)c2ccccc2c1=O)NCC1CCCO1 (stereo not drawn)
    -3, 13, 8, -10, 0, -4, 3, -1, 0
- O=S1(=O)CCC(NC(=S)Nc2ccc3ccccc3c2)C1 (stereo not drawn)
    -3, 7, /, -4, 0, 1, 10, 1, -1
- Cc1cc(C(=O)CSc2nnc(NCc3ccccc3)s2)c(C)n1C
    3, 16, -6, -18, 2, 5, 3, -2, 7
- CC(C)(C)NCC(O)COCc1ccc(Cl)cc1 (stereo not drawn)
    -3, -8, 15, 3, -13, -18, -5, -2, -1
- OC(C#CCCN1CCCCC1)(c1ccccc1)C1CCCCC1 (stereo not drawn)
    1, 5, 16, -3, 3, -8, -12, 2, -5
- O=C(Nc1ccc(F)cc1)NC1(C(=O)NCc2ccc3c(c2)OCO3)CCCCC1
    -3[fluorescence artefact?], 11, -1, -3, 5, -2, 0, 2, -1
- Cc1cc2n(n1)C(c1ccco1)Nc1ccccc1-2 (stereo not drawn)
    -3, 13, 8, -4, 5, -3, 4, 1, 1[fluorescence artefact?]
- CCOC(=O)CC(=O)CSc1nc2c(cc1C#N)CCCCCC2
    5, -13, -9, -18, -10, -31, /, /, -17

Results follow in this order: eIF4E 4G PPI, FXIIa inh 1536, Rad51 HR inh, Mdm2 ligase inh, FXIa inh 1536, hK5 inh, p97 ATPase inh, Wee1 stabilizer, 14-3-3 Bad inh
- CCOC(=O)N/N=C(/c1ccccc1)C1CCCCC1
    -2, 1, 7, -8, -1, -1, 3, 5, -9
- COc1cc2c(cc1OC)CN(C(=S)Nc1ccccc1)CC2
    1, 3, 1, -10, -4, 1, 5, 1, 1
- NC(=O)c1ccsc1NC(=O)COC(=O)CCOc1ccccc1
    4, 5, /, -13, 6, 1, 6, -1, 22
- Cc1nn(CC(=O)N2CCN(Cc3ccccc3)CC2)c(=O)c2ccccc12
    5, 11, -1, -21, 5, 1, 4, -1, 50[fluorescence artefact?]
- CN(C)c1ccc(-c2noc(C3CCN(S(=O)(=O)c4cccc(Cl)c4)CC3)n2)cc1
    -4, 9, -6, -6, 2, 15, 6, 1, 3
- C/C(=N/NC(=O)c1sc(NS(=O)(=O)c2ccccc2)nc1C)c1ccc(F)cc1
    6[fluorescence artefact?], 11, /, /, 4, -24, -2, 1, 6
- Cc1csc(NC(=O)CSc2nnc(C)n2Cc2ccco2)n1
    -4, 21, -7, -26, 24, 0, 3, -1, -4
- COc1ccc(C2C(C(=O)N3CCCCC3)CCC(=O)N2c2cc(OC)c(OC)c(OC)c2)cc1 (stereo not drawn)
    6, 8, -3, 38*, 4, -15, -2, -2, 7
- CC(=O)NNc1nc(-c2ccccc2)cs1
    -3, 0, 3, -4, -7, -12, 3, 6, -14
- CCCc1nc(N2CCOCC2)c(C#N)c2c1CCCC2
    5, 13, 7, 6, 4, -5, -1, -2, 11
- O=c1c2cc(Cl)ccc2oc2nc3n(c(=O)c12)CCCS3
    15, 19, -14, -16, 8, -8, 4, -4, 3
- Cc1n[nH]c(=S)n1/N=C/c1ccc(-c2ccccc2[N+](=O)[O-])o1
    1[fluorescence artefact?], 18, -8, -6, 7, 0, -3, 0, -5
